Source: PubChem BioAssay (National Center for Advancing Translational Sciences (NCATS))
Vif-A3F inh = qHTS for Inhibitors of Vif-A3F Interactions: qHTS | HeLa A3F-eYFP + Vif (tagged APOBEC3F with the HIV-1 protein that degrades it), YFP fluorescence increase | Potency, µM (titrated, usually from 46.1 µM), for inactives: at the highest dose activity, negative = active | 390,000 tested, 0.2% active | AID 602313, 2012; further: % of control where 0% means no effect; nearly all actives have a fitted effect of over 65% in size
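HeLa cells stably expressing Vif plus C-terminally eYFP-tagged A3F were seeded, incubated overnight at 37 deg C, dosed with compound, incubated overnight again at 37 deg C. Yellow fluorescence (Ex 488/Em 500-530) reported blocked Vif-mediated A3F-eYFP degradation.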
RXFP1 agonist = qHTS Assay for Agonists of the Relaxin Receptor RXFP1; Relaxin receptor 1 (Homo sapiens), Q9HBX9; HEK293T-RXFP1 cAMP TR-FRET, 30 min; response scale: percent of porcine relaxin response, buffer zero; Potency, µM (highest dose often 57.5 µM), for inactives: at the top dose activation, most hits filed as activators; 370,000 tested, 0.3% active; further: on the % scale 0 is the no-effect control and ±100 the full control effect; nearly all actives have a fitted effect of over 60% in size; many of its hits are not listed in these tables
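cAMP rise read by TR-FRET after 30 min, 37C compound exposure (up to 58 uM) in RXFP1-transfected HEK293 cells with Ro 20174 present. EC50 from Hill-equation fits, with 29 nM porcine relaxin as 100% and buffer as basal.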
USP1-UAF1 inh = Inhibitors of USP1/UAF1: Primary Screen. Potency, µM (top dose mostly 57.1 µM), inactives show top-dose activity change, negative = inhibition, usual class: inhibitors. recombinant USP1/UAF1, Ub-Rhodamine cleavage fluorescence. 390,000 tested, 0.23% active; further: on the % scale 0 is the no-effect control and ±100 the full control effect; nearly all actives have a fitted effect of over 60% in size; inactives centre near -12
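In this screen, compounds sit with the deubiquitinase complex (1nM) for 15 min at room temperature before Ub-Rho is added at 150nM final. Fluorescence rise is then followed for 6 reads every 60 seconds.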
TrxR1 substrate = qHTS Assay for Substrates of Mammalian Selenoprotein Thioredoxin Reductase 1 (TrxR1): qHTS; 390,000 tested, 0.01% active; purified TrxR1 substrate turnover, NADPH consumption readout; Potency, µM (highest dose often 114 µM), inactives show top-dose activity change, negative = substrate turnover; further: on the % scale 0 is the no-effect control and ±100 the full control effect; nearly all actives have a fitted effect of over 50% in size
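Rat TrxR1, dispensed at 90 nM, was prereduced with 400 uM NADPH (final) for 5 min at ~22 deg C, then incubated with compound 15 min before 400 uM selenite. A first-read NADPH fluorescence drop versus no-compound background flagged substrates.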
TrxR1 inh = qHTS Assay for Inhibitors of Mammalian Selenoprotein Thioredoxin Reductase 1 (TrxR1): qHTS. Thioredoxin reductase 1, cytoplasmic (Rattus norvegicus), O89049. 390,000 tested, 1% active. Potency, µM (top dose mostly 114 µM), for the others: top-dose activity change, negative = inhibition, hits mostly inhibitors. recombinant rTrxR1, NADPH fluorescence consumption, selenite substrate; further: on the % scale 0 is the no-effect control and ±100 the full control effect; nearly all actives have a fitted effect of over 65% in size
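Rat TrxR1 (90 nM in the dispensed reagent) was pre-reduced with 400 uM NADPH for 5 min at room temperature, then incubated with compound for 15 min. After 400 uM selenite was added, NADPH fluorescence (Ex 340/Em 450 nm) was followed for 8 min.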
RGS4 inhibitor = Inhibitors of Regulator of G Protein Signaling (RGS) 4: qHTS. 390,000 tested, 0.039% active. Regulator of G-protein signaling 4 (Homo sapiens), P49798. Transcreener GDP fluorescence polarization, RGS4-accelerated GTP hydrolysis. Potency, µM (series often up to 114 µM), inactives show at the top dose activity change, negative = inhibition, hits mostly inhibitors; further: on the % scale 0 is the no-effect control and ±100 the full control effect; nearly all actives have a fitted effect of over 75% in size; some results filed as inactive show a strong effect at the top dose
Target sequence (P49798 whole entry, looked up): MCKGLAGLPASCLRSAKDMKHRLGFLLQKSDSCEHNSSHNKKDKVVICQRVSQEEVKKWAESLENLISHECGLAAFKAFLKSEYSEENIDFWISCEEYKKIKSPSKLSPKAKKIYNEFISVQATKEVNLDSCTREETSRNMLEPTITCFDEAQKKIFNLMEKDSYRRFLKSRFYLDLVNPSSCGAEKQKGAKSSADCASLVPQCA
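MLSMR compounds (23 nl, pin-transferred) preincubated 10 min at room temperature with a 500nM (2x) first reagent, then RGS4 at 900nM (2x) plus Transcreener GDP mix added; fluorescence polarization (620/688 nm) read before and after 90 min at 30 °C.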
mIDH1 inhibitor = qHTS for Inhibitors of mutant isocitrate dehydrogenase 1 (IDH1): qHTS; AID 602179, 2012; IDH1-R132H enzyme, NADPH consumption, diaphorase/resazurin fluorescence; Potency, µM (top dose mostly 76.6 µM), without a hit: at the top dose activity change, negative = inhibition, actives largely listed as inhibitors; 390,000 tested, 0.093% active; further: on the % scale 0 is the no-effect control and ±100 the full control effect; nearly all actives have a fitted effect of over 65% in size
Target sequence (O75874 whole entry R132H, stated change not applied): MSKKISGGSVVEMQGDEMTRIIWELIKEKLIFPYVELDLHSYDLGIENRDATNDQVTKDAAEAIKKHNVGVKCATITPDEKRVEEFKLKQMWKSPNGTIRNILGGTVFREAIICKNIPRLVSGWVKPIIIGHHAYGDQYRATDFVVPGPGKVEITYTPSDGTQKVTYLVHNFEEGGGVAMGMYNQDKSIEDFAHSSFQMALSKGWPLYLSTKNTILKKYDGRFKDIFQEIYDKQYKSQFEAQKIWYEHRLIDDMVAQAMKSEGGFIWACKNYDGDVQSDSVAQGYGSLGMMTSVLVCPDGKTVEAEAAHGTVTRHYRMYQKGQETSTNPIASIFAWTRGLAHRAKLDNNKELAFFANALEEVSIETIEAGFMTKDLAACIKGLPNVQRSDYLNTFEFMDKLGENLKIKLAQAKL
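IDH1-R132H (0.5 ug/mL) preincubated 30 min with compound, then NADPH (0.016 mM) and alpha-KG (2 mM) added; 80 min at RT, pH 7.5. Remaining NADPH coupled via diaphorase/resazurin to fluorescence (540/590 nm); concentration-response curves normalized to no-enzyme control.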
Vif-APOBEC3G blk = qHTS for Inhibitors of Vif-A3G Interactions: qHTS | HeLa A3G-eYFP + Vif (tagged APOBEC3G with the HIV-1 protein that degrades it), YFP fluorescence, overnight | Potency, µM (highest dose often 46.1 µM), for inactives: top-dose activity, negative = active, actives largely listed as inhibitors | 410,000 tested, 0.076% active;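 further: on the % scale 0 is the no-effect control and ±100 the full control effect; nearly all actives have a fitted effect of over 60% in size; hits raise eYFP signal because A3G escapes Vif-driven loss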
Target sequence (Q9HC16 whole entry, looked up): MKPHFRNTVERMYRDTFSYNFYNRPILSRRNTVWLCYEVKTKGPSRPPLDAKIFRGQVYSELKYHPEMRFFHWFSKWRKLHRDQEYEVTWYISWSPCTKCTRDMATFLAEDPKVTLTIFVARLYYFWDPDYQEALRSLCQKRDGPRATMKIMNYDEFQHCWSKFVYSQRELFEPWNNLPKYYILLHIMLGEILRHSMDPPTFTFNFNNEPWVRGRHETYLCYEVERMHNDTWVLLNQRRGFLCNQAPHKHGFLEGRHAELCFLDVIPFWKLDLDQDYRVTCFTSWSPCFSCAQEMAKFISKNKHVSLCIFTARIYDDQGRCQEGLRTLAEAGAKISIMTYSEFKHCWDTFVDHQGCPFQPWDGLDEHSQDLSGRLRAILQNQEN
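HeLa cells stably expressing Vif and C-terminally eYFP-tagged A3G, seeded overnight at 37 deg C, then exposed to compound by pintool overnight at 37 deg C. Rise in yellow fluorescence (Ex 488/Em 500-530, Acumen) marks blocked Vif-driven A3G degradation.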
12-LOX inh = Primary qHTS assay for inhibitors of human arachidonate 12S-lipoxygenase (ALOX12): Round 2. purified 12hLO, xylenol orange hydroperoxide absorbance. Potency, µM (highest dose often 108 µM), for the others: at the highest dose activity change, negative = inhibition, actives largely listed as inhibitors. 580,000 tested, 1.1% active; further: on the % scale 0 is the no-effect control and ±100 the full control effect
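Purified human 12hLO at 150 nM in 25 mM Hepes, 0.01% Triton X-100, pH 7.0, preincubated 15 min at room temperature with compound. Reaction started with 40 uM arachidonic acid, 30 min at room temperature. Hydroperoxide measured by Fe-xylenol orange, 573/405 nm absorbance ratio.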
* marks the source's active call; other numbers are inactive results; & = joins results of further samples; [ ] = another dose, or the depositor's remark. The call rests on the fitted dose curve; in most records, active means well fitted curve in the direction sought with a large enough effect; inconclusive means small, poorly fitted or top-dose-only effect, or another doubt; inactive means no such curve, though single readings can be large; an effect the other way counts as inactive or inconclusive. Potency means the concentration at half of the fitted maximal effect. The list is partial; the hit share may differ from the screen's.

Results for CCCCCC/C(C=O)=C\c1ccccc1 ?
Vif-A3F inh: 2%; RXFP1 agonist: -0.5%; USP1-UAF1 inh: -24%; TrxR1 substrate: 4%; TrxR1 inh: 21%; RGS4 inhibitor: 14%; mIDH1 inhibitor: 0%; Vif-APOBEC3G blk: 2%; 12-LOX inh: 1%

Results for CC1C/C(=N/Nc2ccc([N+](=O)[O-])cc2[N+](=O)[O-])CC(C)(C)C1 (stereo not given) ?
Vif-A3F inh: -2%; RXFP1 agonist: 0.3%; USP1-UAF1 inh: -16%; TrxR1 substrate: -8%; TrxR1 inh: -15%; RGS4 inhibitor: -38%; mIDH1 inhibitor: 5%; Vif-APOBEC3G blk: 1%; 12-LOX inh: inconclusive

Results for CCOc1ccc(-c2cn3c(n2)sc2cc(C(=O)NCCCN4CCCCC4)ccc23)cc1 ?
Vif-A3F inh: inconclusive; RXFP1 agonist: 0.2%; USP1-UAF1 inh: -16%; TrxR1 substrate: 0%; TrxR1 inh: 12%; RGS4 inhibitor: 14%; mIDH1 inhibitor: -2%; Vif-APOBEC3G blk: 0%; 12-LOX inh: 9%

Results for Cc1nn(C)c(C(=O)N/N=C/c2ccccc2)c1[N+](=O)[O-] ?
Vif-A3F inh: 4%; RXFP1 agonist: 1.2%; USP1-UAF1 inh: -12%; TrxR1 substrate: -11%; TrxR1 inh: 2%[57.1 µM]; RGS4 inhibitor: 8%; mIDH1 inhibitor: 9%; Vif-APOBEC3G blk: 1%; 12-LOX inh: -6%

Results for CC(CC(=O)Nc1cccc(S(=O)(=O)N2CCCCC2)c1)c1ccccc1 (stereo not given) ?
Vif-A3F inh: -1%; RXFP1 agonist: 0.9%; USP1-UAF1 inh: -15%; TrxR1 substrate: 1%; TrxR1 inh: 12%; RGS4 inhibitor: -22%; mIDH1 inhibitor: 11%; Vif-APOBEC3G blk: -6%; 12-LOX inh: inconclusive

What do the screens show for `Cc1ccccc1N1CCN(C2CCCN(C(=O)c3noc4c3CCCC4)C2)CC1` (stereo not given)?
Vif-A3F inh: 13%; RXFP1 agonist: 1.1%; USP1-UAF1 inh: -13%; TrxR1 substrate: -11%; TrxR1 inh: inconclusive; RGS4 inhibitor: -34%; mIDH1 inhibitor: 8%; Vif-APOBEC3G blk: -10%; 12-LOX inh: 1%

How did COc1ccccc1CN=C1Nc2ccccc2CS1 do in these assays?
Vif-A3F inh: 0%; RXFP1 agonist: -3.8%; USP1-UAF1 inh: 1%; TrxR1 substrate: 1%[57.1 µM]; TrxR1 inh: 1%[57.1 µM]; RGS4 inhibitor: 6%; mIDH1 inhibitor: 4%; Vif-APOBEC3G blk: -1%; 12-LOX inh: -8%

What do the screens show for `Cc1nnsc1C(=O)NNC(=O)Nc1ccccc1`?
Vif-A3F inh: 1%; RXFP1 agonist: 0.9%; USP1-UAF1 inh: -5%; TrxR1 substrate: 1%; TrxR1 inh: -5%; RGS4 inhibitor: -24%; mIDH1 inhibitor: -2%; Vif-APOBEC3G blk: 4%; 12-LOX inh: 3%

How did COc1ccc(CNC(=S)Nc2cc(C)ccc2C)cc1 do in these assays?
Vif-A3F inh: 3%; RXFP1 agonist: 0.3%; USP1-UAF1 inh: -2%; TrxR1 substrate: 11%[57.1 µM]; TrxR1 inh: 10%[57.1 µM]; RGS4 inhibitor: -29%; mIDH1 inhibitor: -4%; Vif-APOBEC3G blk: 5%; 12-LOX inh: inconclusive

How did O=S(=O)(c1ccccc1)N1CCN(Cc2cccc(Br)c2)CC1 do in these assays?
Vif-A3F inh: -3%; USP1-UAF1 inh: 0%; TrxR1 substrate: 8%[57.1 µM]; TrxR1 inh: -5%[57.1 µM]; RGS4 inhibitor: 5%; mIDH1 inhibitor: 8%; Vif-APOBEC3G blk: 1%; 12-LOX inh: inconclusive

What do the screens show for `COc1ccc([C@H]2CC(=O)C=C(c3ccc(SC)cc3)C2)cc1`?
Vif-A3F inh: 5%; RXFP1 agonist: 2.1%; USP1-UAF1 inh: -25%; TrxR1 substrate: -4%[57.1 µM]; TrxR1 inh: 7%[57.1 µM]; RGS4 inhibitor: -2%; mIDH1 inhibitor: 15%; Vif-APOBEC3G blk: -5%; 12-LOX inh: 2%

What do the screens show for `CCCc1c(C(=O)N/N=C/c2ccc(-c3ccccc3)cc2)nnn1-c1nonc1N`?
Vif-A3F inh: -4%; USP1-UAF1 inh: -20%; mIDH1 inhibitor: -5%; Vif-APOBEC3G blk: 3%; 12-LOX inh: 12%

How did Cc1cc(S(=O)(=O)N2CCOCC2)ccc1OCC(=O)Nc1ccc(F)cc1F do in these assays?
Vif-A3F inh: 1%; RXFP1 agonist: 2.6%; USP1-UAF1 inh: -10%; TrxR1 substrate: 8%[57.1 µM]; TrxR1 inh: 49%[0.0914 µM]; RGS4 inhibitor: 10%; mIDH1 inhibitor: 6%; Vif-APOBEC3G blk: -1%; 12-LOX inh: -1%

What do the screens show for `COCCNC(=O)CCCn1c(=O)c2ccccc2n(CC(=O)NCCC2=CCCCC2)c1=O`?
Vif-A3F inh: 2%; RXFP1 agonist: 1.1%; USP1-UAF1 inh: -2%; TrxR1 substrate: 10%[57.1 µM]; TrxR1 inh: 12%[57.1 µM]; RGS4 inhibitor: 0%[11.4 µM]; mIDH1 inhibitor: -2%; Vif-APOBEC3G blk: 0%; 12-LOX inh: 106%[activator]

What do the screens show for `O=C(CSc1nc2ccccc2o1)Nc1ccccc1N1CCCCCC1`?
Vif-A3F inh: 4%; RXFP1 agonist: 1.8%; USP1-UAF1 inh: -13%; TrxR1 substrate: -6%; TrxR1 inh: -6%; RGS4 inhibitor: -7%; mIDH1 inhibitor: 6%; Vif-APOBEC3G blk: -1%; 12-LOX inh: inconclusive

How did COc1ccccc1N1CCN(CCC(=O)Nc2ccc(F)cc2)CC1 do in these assays?
Vif-A3F inh: 0%; RXFP1 agonist: -1.8%; USP1-UAF1 inh: -7%; TrxR1 substrate: -2%; TrxR1 inh: 7%; RGS4 inhibitor: -2%; mIDH1 inhibitor: -11%; Vif-APOBEC3G blk: 0%; 12-LOX inh: 8%

What do the screens show for `Cc1ccc(NC(=O)C2CCCN(c3cnccn3)C2)cc1Cl` (stereo not given)?
Vif-A3F inh: 0%; RXFP1 agonist: 2.8%; USP1-UAF1 inh: -9%; TrxR1 substrate: 1%; TrxR1 inh: 6%; RGS4 inhibitor: -23%; mIDH1 inhibitor: 29%; Vif-APOBEC3G blk: 2%; 12-LOX inh: inconclusive

Results for CSc1nc(C)cc(OCCO)n1 ?
RXFP1 agonist: -0.3%; USP1-UAF1 inh: -19%; TrxR1 substrate: 3%; TrxR1 inh: 6%; RGS4 inhibitor: inconclusive; mIDH1 inhibitor: 2%; Vif-APOBEC3G blk: -4%; 12-LOX inh: 0%

What do the screens show for `Cc1noc(C)c1S(=O)(=O)N(CC(=O)NCc1ccccc1)c1ccc(C(C)C)cc1`?
Vif-A3F inh: 9%&-3%; RXFP1 agonist: 1.0%&1.3%; USP1-UAF1 inh: 1%&-22%; TrxR1 substrate: -2%&-4%; TrxR1 inh: 15%&1%; RGS4 inhibitor: 14%&22%; mIDH1 inhibitor: 8%&1%; Vif-APOBEC3G blk: 1%&-4%; 12-LOX inh: 2%&-13%

What do the screens show for `CCN(c1cccc(C)c1)S(=O)(=O)c1ccc2c3c(cccc13)C(=O)N2`?
Vif-A3F inh: 5%; RXFP1 agonist: 0.4%; USP1-UAF1 inh: -12%; TrxR1 substrate: -1%; TrxR1 inh: 2%; RGS4 inhibitor: 27%; mIDH1 inhibitor: -1%; Vif-APOBEC3G blk: 0%; 12-LOX inh: 0%[57.4 µM]

How did CC(=O)OCC(=O)C1(O)CCC2C3CC(F)C4=CC(=O)CCC4(C)C3C(O)CC21C (stereo not given) do in these assays?
Vif-A3F inh: -9%; USP1-UAF1 inh: -12%; TrxR1 substrate: 8%[2.29 µM]; TrxR1 inh: 15%[2.29 µM]; RGS4 inhibitor: -4%; mIDH1 inhibitor: -1%; Vif-APOBEC3G blk: 0%; 12-LOX inh: 8%

2 entries picked at random from the list so far:
What do the screens show for `O=C(CSc1nc2ccccc2o1)Nc1ccccc1N1CCCCCC1`?
Vif-A3F inh: 4%; RXFP1 agonist: 1.8%; USP1-UAF1 inh: -13%; TrxR1 substrate: -6%; TrxR1 inh: -6%; RGS4 inhibitor: -7%; mIDH1 inhibitor: 6%; Vif-APOBEC3G blk: -1%; 12-LOX inh: inconclusive

Results for CSc1nc(C)cc(OCCO)n1 ?
RXFP1 agonist: -0.3%; USP1-UAF1 inh: -19%; TrxR1 substrate: 3%; TrxR1 inh: 6%; RGS4 inhibitor: inconclusive; mIDH1 inhibitor: 2%; Vif-APOBEC3G blk: -4%; 12-LOX inh: 0%
